# Tau fluor cs: counter-screen for tau fibril formation inhibitors; tau K18 P301L (four-repeat tau fragment) Alexa594 fluorescence, heparin fibrillization; AID 1463; actives 0.93% (n = 280,000); Potency, µM (highest dose often 57.7 µM), for inactives: top-dose activity change, negative = decrease; also: potency is read from the fitted curve at half-maximal effect; % is scaled to controls: 0 for no effect and ±100 for the full control effect; nearly all actives have a fitted effect of over 55% in size
#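 Human K18 P301L tau (15 uM unlabeled plus 0.24 uM Alexa 594-labeled, final) in 100 mM sodium acetate pH 7 was mixed with compound and 20 uM heparin and incubated 6 hr at 37 C.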
# TRb-SRC2 inh: disrupts binding of human TR beta to SRC2; Potency, µM (doses to about 106 µM), for inactives: at the highest dose activity change, negative = inhibition, hits mostly inhibitors; TRbeta-SRC2 peptide binding, fluorescence polarization; receptor liganded with 1 µM T3; AID 1469; actives 0.065% (n = 280,000); P10828;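 also: potency is read from the fitted curve at half-maximal effect; plate controls were bound peptide for no effect and peptide without receptor for full effect; nearly all actives have a fitted effect of over 50% in size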
# Target sequence (P10828 whole entry, looked up): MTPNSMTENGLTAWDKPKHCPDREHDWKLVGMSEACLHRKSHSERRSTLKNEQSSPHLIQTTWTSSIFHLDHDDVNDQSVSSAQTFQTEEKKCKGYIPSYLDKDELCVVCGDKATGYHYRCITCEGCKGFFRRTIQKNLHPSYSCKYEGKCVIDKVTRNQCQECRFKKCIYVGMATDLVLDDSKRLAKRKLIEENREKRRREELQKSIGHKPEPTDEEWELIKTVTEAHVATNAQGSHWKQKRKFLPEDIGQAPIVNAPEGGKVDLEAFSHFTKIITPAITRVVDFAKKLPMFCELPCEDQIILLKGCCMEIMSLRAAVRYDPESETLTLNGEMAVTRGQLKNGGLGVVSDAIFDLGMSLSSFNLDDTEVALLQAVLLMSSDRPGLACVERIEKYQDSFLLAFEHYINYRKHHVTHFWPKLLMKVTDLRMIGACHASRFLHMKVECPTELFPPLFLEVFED
#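 TRb LBD 0.6 uM + Texas Red SRC2 peptide 20 nM, 1 uM T3, Tris buffer w/ 5% DMSO; compound pinned, 5 h RT; FP read ex 555/em 632; normalized to unbound and bound controls.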
# Epigenetic derep: epigenetic control regulation, reporter derepression | murine LDR cells, GFP reporter derepression, 30 h | Potency, µM (doses to about 53.9 µM), without a hit: at the top dose GFP activation, usual class: activators | actives 0.2% (n = 280,000); also: potency is read from the fitted curve at half-maximal effect; % of control where 0% means no effect; nearly all actives have a fitted effect of over 60% in size
#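 Readout is the number of GFP-expressing murine LDR cells, counted by cytometry following washing. Cells were treated with compound for 30 h at 37 C; the stably integrated CMV-GFP locus is normally silent.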
# TR SRC2 fluor cs: counter-screen for TRb-SRC2 inhibitors: fluorescence interference; TRb/SRC2 Texas Red total fluorescence interference; actives 0.29% (n = 280,000); Potency, µM (top dose mostly 106 µM), for inactives: at the highest dose fluorescence change, negative = quenching; AID 1479; active = well fitted curve in either direction with a large enough effect; inconclusive = small, poorly fitted or top-dose-only effect; also: potency is read from the fitted curve at half-maximal effect; % is scaled to controls: 0 for no effect and ±100 for the full control effect
#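 Human TRb ligand-binding domain at 0.6 uM with 20 nM Texas Red SRC2 peptide in Tris buffer containing 1 uM T3 and 5% DMSO, incubated with compound 5 h at ambient temperature. Total fluorescence (555/632 nm) calculated as parallel + 2 × perpendicular.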
# CBFb RUNX1 block: inhibitors of human CBF-beta and RUNX1 interaction; Q01196+Q13951; AlphaScreen CBFb-His/RUNX1-biotin binding, biochemical; Potency, µM (titrated, usually from 59.8 µM), for inactives: at the top dose activity, negative = inhibition, usual class: inhibitors; 230,000 tested, under 10 active; also: % of control where 0% means no effect
#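 CBF-beta (His) and RUNX1 (biotin), 30 nM each; 20 min preassociation; + compound, 15 min; + beads 50 ng each (Ni, streptavidin), 90 min; RT; AlphaScreen read.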
# GLA spleen mod: inhibits or activates alpha-galactosidase in human spleen homogenate; P06280; human spleen homogenate, 4MU-alpha-Gal fluorescence, 40 min; Potency, µM (top dose mostly 80 µM), for the others: at the top dose activity change, negative = inhibition, hits mostly inhibitors; actives 0.008% (n = 240,000); AID 2107;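 also: potency is read from the fitted curve at half-maximal effect; 0% = enzyme with vehicle and -100% = no enzyme basal signal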
# Target sequence (P06280 32-429 limits assumed): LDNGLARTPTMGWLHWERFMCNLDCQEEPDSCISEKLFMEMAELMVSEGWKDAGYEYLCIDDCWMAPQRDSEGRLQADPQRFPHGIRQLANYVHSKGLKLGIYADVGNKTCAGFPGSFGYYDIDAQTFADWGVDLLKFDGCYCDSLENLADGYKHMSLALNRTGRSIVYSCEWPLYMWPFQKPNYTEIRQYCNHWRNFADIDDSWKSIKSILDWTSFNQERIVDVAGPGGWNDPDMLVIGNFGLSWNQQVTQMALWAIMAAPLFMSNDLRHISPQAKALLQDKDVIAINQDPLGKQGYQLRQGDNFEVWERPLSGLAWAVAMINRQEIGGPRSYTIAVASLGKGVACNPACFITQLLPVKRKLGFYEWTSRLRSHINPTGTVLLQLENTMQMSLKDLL
#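 Human spleen homogenate (1 ug) as enzyme source, 4-methylumbelliferyl-alpha-D-galactopyranoside 1 mM final, citrate/phosphate pH 5.0 with 0.01% Tween-20. Compounds 40 min at 37C, NaOH/glycine stop; fluorescence Ex 365/Em 440, Hill-fit AC50.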
# NPSR antagonist: blocks cAMP signaling of the human neuropeptide S receptor; Potency, µM (series often up to 38.3 µM), without a hit: at the highest dose activity change, negative = inhibition, usual class: inhibitors; CHO-NPSR cells, cAMP TR-FRET, antagonist mode; AID 1461; Q6W5P4; actives 1% (n = 220,000); also: potency is read from the fitted curve at half-maximal effect; % is scaled to controls: 0 for no effect and ±100 for the full control effect; nearly all actives have a fitted effect of over 50% in size; many of its hits are not listed in these tables
# Tau fibril FP: inhibitors of human tau fibril formation. P10636. K18 P301L tau heparin fibrillization, Alexa594 FP, 6 h. Potency, µM (series often up to 57.7 µM), inactives show at the highest dose activity, negative = inhibition, hits mostly inhibitors. actives 0.39% (n = 280,000). AID 1468; also: potency is read from the fitted curve at half-maximal effect; % is scaled to controls: 0 for no effect and ±100 for the full control effect; nearly all actives have a fitted effect of over 55% in size
# Target sequence (P10636 561-689 P618L limits assumed): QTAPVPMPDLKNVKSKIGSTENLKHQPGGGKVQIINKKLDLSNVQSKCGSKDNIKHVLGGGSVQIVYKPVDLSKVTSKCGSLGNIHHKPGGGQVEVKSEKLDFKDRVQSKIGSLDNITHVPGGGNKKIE
#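 Compound effects on tau fibrillization are measured by Alexa 594 fluorescence polarization (ex 555, em 632 nm). K18 P301L tau is used at 15 uM with 0.24 uM labeled tracer, and 20 uM heparin induces aggregation over 6 hr at 37 C.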
# Numbers without * were called inactive; ? = inconclusive; / = not tested or not shown; [ ] = remark or other dose. Unless noted, calls follow the shape of the dose curve; as a rule, active = well fitted curve in the direction sought with a large enough effect; inconclusive = small, poorly fitted or top-dose-only effect, or another doubt; inactive = no such curve, though single readings can be large; an effect the other way counts as inactive or inconclusive.
cpd	molecule	Tau fluor cs	TRb-SRC2 inh	Epigenetic derep	TR SRC2 fluor cs	CBFb RUNX1 block	GLA spleen mod	NPSR antagonist	Tau fibril FP
1	COC(=O)NCCOC(=O)N(O)c1ccc(Br)cc1	-1.4%	3.1%	-1.1%	-8.9%	1.4%	-11.9%	11.9%[46.1 µM]	7.9%
2	CS(=O)(=O)CCCCN=C=S	-6.3%	-3.1%	4.0%	-1.5%	/	0.2%	/	-4.0%
3	CS(=O)(=O)N(CC(=O)NCCSCc1ccccc1)c1cc(C(F)(F)F)ccc1Cl	-19.7%	8.1%	2.1%	-3.1%	/	/	/	4.3%
4	CC1(c2ccccc2)NC(=O)N(CC(=O)Nc2ccc([N+](=O)[O-])cc2)C1=O (stereo not given)	-19.3%	-4.8%	-2.2%	-2.8%	5.3%	1.1%	-10.9%	9.5%
5	Nc1nc(N2CCN(C/C=C/c3ccccc3)CC2)nc2ccccc12	-17.3%	7.6%	0.9%	0.0%	13.0%	3.7%	-2.3%[46.1 µM]	10.4%
6	COc1ccc(-c2csc(-c3ccc(O)cc3)n2)cc1	?	2.7%	2.5%	1.5%	4.5%	1.8%	-3.0%	-3.9%
7	O=C(Nc1cccc(Cl)c1)N1CCSc2cc(Cl)ccc21	?	-3.2%	-1.2%	-0.1%	-7.5%	4.4%	-13.1%[46.1 µM]	?
8	c1ccc(-c2csc(-n3cnnn3)n2)cc1	-14.0%	12.4%	-1.6%	0.2%	3.7%	-3.7%	-22.9%[7.67 µM]	-5.8%
9	NCCCC[C@H]1CNC(=O)C(=O)N1CCCCC1CCCCC1	5.6%	-0.5%	2.1%	0.1%	5.2%	0.1%	16.3%	7.1%
10	CCCS(=O)(=O)Nc1cccc(-c2cn3ccc(C)cc3n2)c1	-6.6%	-0.2%	-2.0%	0.5%	/	/	/	8.4%
11	CC1CCC2(CC1)NC(=O)N(CC(=O)NCc1cccs1)C2=O (stereo not given)	-7.2%	4.1%	-1.1%	6.7%	2.7%	3.1%	12.5%	-3.8%
12	COc1cc(C2CC(c3cccnc3)=NN2c2ccc(F)cc2)cc(OC)c1OC (stereo not given)	-2.4%	3.5%	-0.3%	0.9%	?	?	-48.6%	2.1%
13	CCN1CCc2c(sc(NC(=S)NC(=O)c3ccccc3)c2C#N)C1	-7.1%	1.5%	0.0%	-5.3%	-7.5%	-6.4%	-4.1%[46.1 µM]	-1.7%
14	CCCNC(=O)c1c(N)n(-c2ccc(S(N)(=O)=O)cc2)c2nc3ccccc3nc12	-2.2%	-14.5%	-0.9%	2.1%	14.9%	23.6%	-2.1%[46.1 µM]	2.8%
15	O=C(CC1NC(=O)NC1=O)NC1(C(=O)NC2CCCCC2)CCCCC1 (stereo not given)	-10.4%	4.1%	2.1%	-1.9%	-0.9%	14.8%	1.2%[46.1 µM]	-3.9%
16	N#C/C(=C\c1c[nH]c2ccccc12)C(=O)Nc1ncc(Cc2ccc(Cl)cc2Cl)s1	?	6.9%	0.2%	-8.4%	-4.5%	2.5%	-9.7%[46.1 µM]	?
17	CCSc1nnc(C)c2ccccc12	-2.5%	-6.0%	-0.1%	-0.6%	-0.1%	-2.4%	3.9%[46.1 µM]	-2.3%
18	N/C(=N\OC(=O)CSc1ccccc1)c1ccc([N+](=O)[O-])cc1	?	2.8%	1.0%	-0.5%	1.9%	-22.9%	14.5%	2.1%
19	Cc1nn(-c2ccccc2)c2c1N(CC(=O)NCc1ccc(N(C)C)cc1)C(=O)CS2	-26.5%	4.3%	0.8%	-14.7%	/	/	/	-1.3%
20	O=[N+]([O-])c1ccc(/C=N/NC(=S)Nc2ccccc2C(F)(F)F)o1	-19.1%	2.6%	0.0%	-4.2%	1.6%	-7.1%	-11.9%[46.1 µM]	-7.1%
21	CCc1ccccc1NC(=O)Cn1c(=O)c2cccn2c2ccc(F)cc21	3.2%	-5.8%	0.0%	?	/	/	/	-10.0%
22	Cc1cc(CSc2ccccc2)ccc1NC(=O)c1ccc(Br)cc1	0.0%	3.1%	1.5%	2.4%	-1.3%	5.2%	0.6%	-12.3%
23	Cc1ccc(-c2nnn(CC(=O)N(CC(=O)NC3CCCC3)c3ccc(F)c(Cl)c3)n2)o1	-2.9%	7.6%	-1.2%	2.0%	7.9%	9.8%	-11.4%[46.1 µM]	-3.3%
24	CCOc1ccc(CNC(=O)c2cc(-c3ccc(Cl)s3)nc3ccccc23)cc1	-11.2%	5.4%	0.9%	2.3%	/	/	/	-1.5%
25	COC(=O)C1(C)C=CC2(CCCCC2)N1C(=O)c1ccccc1 (stereo not given)	-4.8%	4.2%	0.3%	1.9%	11.8%	3.8%	/	-1.9%
26	COc1cc(C2C3=C(CCCC3=O)Nc3[nH]n(-c4ccccc4)c(=O)c32)cc(OC)c1OC (stereo not given)	-5.0%	0.6%	3.9%	0.9%	1.8%	-9.7%	15.7%	9.1%
27	CC(=O)c1ccccc1NC(=O)CSc1nnc2ccccn12	-8.1%	-17.5%	-0.2%	0.7%	2.0%	2.3%	-3.1%[46.1 µM]	4.4%
28	CCOC(=O)c1c(NC(=O)CSc2n[nH]c(N)n2)sc(CC)c1C	-28.1%	0.7%	3.1%	-1.5%	3.3%	-6.4%	-29.5%[46.1 µM]	-1.4%
29	CC(Sc1nnc(-c2ccc(Cl)cc2)n1C)C(N)=O (stereo not given)	1.3%	4.7%	-9.1%	1.2%	-1.8%	3.8%	0.6%[46.1 µM]	3.5%
30	CCCN1C(=O)C(NC(C)=O)c2ccccc21 (stereo not given)	-4.0%	-3.6%	3.1%	0.2%	-0.2%	-0.5%	2.8%[46.1 µM]	-3.8%
31	Cc1cccn2c(=O)c(C(=O)NCc3ccc(F)cc3)c(O)nc12	-10.9%	-10.7%	0.0%	7.4%	/	/	/	-8.0%
32	CCn1c(SCC(=O)c2ccccc2)nnc1-c1cccnc1	9.2%	-4.3%	1.1%	-1.9%	-5.5%	3.5%	6.9%	-0.6%
33	Cc1oc(-c2ccc(Cl)cc2)nc1Cn1c(=O)cc(C)c2c(C)nn(-c3cccc(F)c3)c21	-15.1%	-1.4%	0.0%	-3.9%	/	/	/	-4.5%
34	Cc1cc(NC(=O)CCC(=O)N(c2ccccc2)C(C(=O)NC2CCCC2)c2ccccc2)no1 (stereo not given)	0.5%	-4.0%	1.2%	-2.7%	11.1%	-5.6%	-12.3%[46.1 µM]	-1.2%
35	CCCCCCN(C(=O)CCCCCN1C(=O)NC(C2CC2)C(C(=O)OCc2ccccc2)=C1C)C(C(=O)NCCCC)c1ccc(OCC(=O)OC)c(C(=O)OC)c1 (stereo not given)	-0.7%	8.2%	2.9%	5.6%	2.6%	5.7%	/	-1.0%
36	COc1cccc(NC(=O)CCSc2ccc3ccccc3n2)c1	-26.5%	3.2%	0.0%	-23.7%	16.4%	2.1%	-30.7%	-5.0%
37	COc1cc(C(=O)Nc2ccc3c(c2)OCCO3)ccc1OC(C)C	-4.9%	1.5%	0.0%	-9.9%	8.3%	1.5%	-18.5%[46.1 µM]	9.2%
38	FC(F)(F)c1cc(Nc2nc3ccccc3c3nncn23)ccc1Cl	?	-2.8%	8.4%	-1.9%	/	/	/	10µM*
39	O=c1cc(C(F)(F)F)nc(-c2ccccc2OC(F)(F)F)[nH]1	3.0%	2.5%	-1.3%	-5.2%	8.7%	3.7%	?	8.7%
40	COc1ccc(CN2C(=O)/C(=C/c3ccc(-c4ccc(Cl)c(C(=O)O)c4)o3)SC2=S)cc1	-4.3%	3.6%	5.9%	-4.8%	-5.8%	-4.6%	6.31µM*	-4.2%
41	COc1cccc(C(=O)Nc2ccc3c(c2)C(=O)N(CCC(=O)O)C3=O)c1	-2.1%	1.9%	-3.1%	-4.7%	0.6%	-17.0%	-2.6%[46.1 µM]	4.2%
42	Cc1ccc(C(O)(C(=O)NN(C(=O)c2ccccc2)c2ccccc2)c2ccc(C)cc2)cc1	-8.9%	8.1%	0.0%	-2.9%	7.5%	-7.3%	-29.4%	-2.5%
43	Cc1ccc(NC(=O)CSc2nnc(-c3ccc(Br)cc3)o2)c(C)c1	-3.2%	1.2%	-1.6%	-0.7%	/	/	/	0.1%
44	CCCCNC(=O)c1cn(-c2ccc(OCC)cc2)c(=O)c2cc(OC)c(OC)cc12	-8.5%	-15.0%	0.1%	0.9%	5.6%	-10.7%	-1.1%[46.1 µM]	-3.8%

# Some of the entries so far, in transposed form:
38	FC(F)(F)c1cc(Nc2nc3ccccc3c3nncn23)ccc1Cl
39	O=c1cc(C(F)(F)F)nc(-c2ccccc2OC(F)(F)F)[nH]1
40	COc1ccc(CN2C(=O)/C(=C/c3ccc(-c4ccc(Cl)c(C(=O)O)c4)o3)SC2=S)cc1
41	COc1cccc(C(=O)Nc2ccc3c(c2)C(=O)N(CCC(=O)O)C3=O)c1
42	Cc1ccc(C(O)(C(=O)NN(C(=O)c2ccccc2)c2ccccc2)c2ccc(C)cc2)cc1
43	Cc1ccc(NC(=O)CSc2nnc(-c3ccc(Br)cc3)o2)c(C)c1
44	CCCCNC(=O)c1cn(-c2ccc(OCC)cc2)c(=O)c2cc(OC)c(OC)cc12

Screen / compound no.,38,39,40,41,42,43,44
Tau fluor cs,?,3.0%,-4.3%,-2.1%,-8.9%,-3.2%,-8.5%
TRb-SRC2 inh,-2.8%,2.5%,3.6%,1.9%,8.1%,1.2%,-15.0%
Epigenetic derep,8.4%,-1.3%,5.9%,-3.1%,0.0%,-1.6%,0.1%
TR SRC2 fluor cs,-1.9%,-5.2%,-4.8%,-4.7%,-2.9%,-0.7%,0.9%
CBFb RUNX1 block,/,8.7%,-5.8%,0.6%,7.5%,/,5.6%
GLA spleen mod,/,3.7%,-4.6%,-17.0%,-7.3%,/,-10.7%
NPSR antagonist,/,?,6.31µM*,-2.6%[46.1 µM],-29.4%,/,-1.1%[46.1 µM]
Tau fibril FP,10µM*,8.7%,-4.2%,4.2%,-2.5%,0.1%,-3.8%

# An excerpt (hit frequency here may not be typical).
